# Source: PubChem
# KB-3-1 tox = KB-3-1 parental cell cytotoxicity | KB-3-1 viability, CellTiter-Glo ATP luminescence, 72 h | Potency, µM (doses to about 46.1 µM), for inactives: at the highest dose activity change, negative = cytotoxic, actives largely listed as cytotoxic | 400,000 compounds, 1.4% hits; further: potency means the concentration at half of the fitted maximal effect; on the % scale 0 is the no-effect control and ±100 the full control effect; nearly all actives have a fitted effect of over 60% in size
#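 Luminescent ATP read-out (CellTiter-Glo) measures survival of drug-naive KB-3-1 cells after 72 h compound exposure at 37 °C. Titration series was screened from lowest to highest concentration, with DMSO vehicle plates as background controls.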
# MCF10A rerep = inducers of DNA re-replication in MCF 10A breast cells; MCF 10A DNA re-replication, Hoechst nuclear intensity, 48 h; Potency, µM (doses to about 46.1 µM), for inactives: top-dose activity, positive = re-replication, hits mostly activators; 350,000 compounds, 2.9% hits; further: potency means the concentration at half of the fitted maximal effect; % of control where 0% means no effect; nearly all actives have a fitted effect of over 50% in size
# IL-1B inflam inh = blocks inflammasome-driven IL-1 beta release; THP-1 LPS/ATP IL-1B secretion, AlphaLISA, 16 h; stronger effect = lower value; activity change, % at 57.5 µM; 360,000 compounds, 4.7% hits; in the data active means activity change below about -50%; inconclusive means mostly about -30% to -49%; further: on the % scale 0 is the no-effect control and ±100 the full control effect
#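 THP-1 cells pretreated 1 hr with compounds (up to 57.5 uM final), then stimulated with LPS (250 ng/mL final) plus ATP (1.25 mM final); secreted IL-1B measured by AlphaLISA after 16 hr, decreased signal indicating inhibition.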
# S2 tox = cell viability loss in ATXN counter-screen; S2 cells (HEK-293 line with an ATXN2-luciferase reporter) viability, CellTiter-Fluor protease fluorescence, 24 h; 400,000 compounds, 0.49% hits; AID 651635; Potency, µM (highest dose often 56.7 µM), hits mostly cytotoxic; further: potency means the concentration at half of the fitted maximal effect; nearly all actives have a fitted effect of over 40% in size
# KB-V1 cytotox = kills drug-selected multidrug resistant KB-V1 cells; KB-V1 MDR cells viability, CellTiter-Glo, 72 h; Potency, µM (top dose mostly 46.1 µM), for the others: at the top dose activity change, negative = cytotoxicity, usual class: cytotoxic; 400,000 compounds, 3.4% hits; further: potency means the concentration at half of the fitted maximal effect; on the % scale 0 is the no-effect control and ±100 the full control effect; nearly all actives have a fitted effect of over 60% in size
#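 Cytotoxicity via CellTiter-Glo luminescence after 72 h compound exposure at 37 degrees C. Cells: drug-selected KB-V1 line, DMEM phenol-red free plus 10% FBS. Compounds tested at multiple concentrations; normalized data fitted to concentration-effect curves.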
# HT1080 IDH1KD tx = HT-1080 IDH1 knockdown cell toxicity (counter line); HT-1080 IDH1 knockdown viability, ATP luminescence, 48 h; 360,000 compounds, 2% hits; AID 686971; Potency, µM (doses to about 46.1 µM), without a hit: at the highest dose activity, negative = toxicity, most hits filed as cytotoxic;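 further: potency means the concentration at half of the fitted maximal effect; 0% = DMSO wells and -100% = cell-free medium wells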
#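 Viability of IDH1-knockdown HT-1080 fibrosarcoma cells was assessed by CellTiter-Glo after 48 h at 37 °C with titrated compound; concentration-effect curves were classified by fit quality and response size.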
# HT1080NT lethal = kills 2HG-producing HT-1080-NT fibrosarcoma cells. HT-1080-NT fibrosarcoma viability, CellTiter-Glo ATP luminescence, 48 h. Potency, µM (highest dose often 46.1 µM), without a hit: top-dose activity, negative = less viability, usual class: cytotoxic. 360,000 compounds, 1.6% hits. AID 686970;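 further: NT is the 2HG producing partner of a matched IDH1 knockdown line; potency means the concentration at half of the fitted maximal effect; 0% = DMSO-treated cells and -100% = media-only wells without cells; nearly all actives have a fitted effect of over 55% in size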
#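 A 48-hour cytotoxicity screen used HT-1080-NT cells plated 2 hours before compound delivery. ATP-based CellTiter-Glo luminescence measured viability, normalized to DMSO and no-cell controls.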
# SW480 rereplic = DNA re-replication induction in SW480 cells; SW480 DNA re-replication, Hoechst DNA content imaging, 48 h; Potency, µM (titrated, usually from 46.1 µM), inactives show at the top dose re-replication activation, actives largely listed as activators; 340,000 compounds, 1.8% hits; further: potency means the concentration at half of the fitted maximal effect; % of control where 0% means no effect; nearly all actives have a fitted effect of over 55% in size
#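 Cells (250 per well) received 23 nL compound or DMSO by pin tool and were kept 48 hr at 37 C, 5% CO2. Nuclei were then stained with Hoechst for 40 min and scanned for DNA content.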
# ATXN2 expr inh = ATXN2 expression inhibition. HEK-293 ATXN2-luciferase reporter, luminescence, 24 h. Potency, µM (doses to about 57 µM), inactives show at the top dose activity change, negative = inhibition, actives largely listed as inhibitors. 360,000 compounds, 0.72% hits. AID 1745845; further: potency means the concentration at half of the fitted maximal effect; on the % scale 0 is the no-effect control and ±100 the full control effect; nearly all actives have a fitted effect of over 55% in size
#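 qHTS (up to 57 uM final) was run with 24 h compound exposure of reporter cells at 37 °C. Each well was multiplexed: SteadyGlo luminescence measured ATXN2-luciferase expression after a fluorogenic Gly-Phe-AFC viability readout (25 uM final).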
# An asterisk follows results filed as active; i = inactive; ? = inconclusive; / = not tested or not shown; [ ] = another dose, or the depositor's remark. Unless noted, the call rests on the fitted dose curve; in most records, active means well fitted curve in the direction sought with a large enough effect; inconclusive means small, poorly fitted or top-dose-only effect, or another doubt; inactive means no such curve, though single readings can be large; an effect the other way counts as inactive or inconclusive. Rows are unselected; overall some 11% were active at least once.
SMILES,KB-3-1 tox,MCF10A rerep,IL-1B inflam inh,S2 tox,KB-V1 cytotox,HT1080 IDH1KD tx,HT1080NT lethal,SW480 rereplic,ATXN2 expr inh
CC(=O)Nc1cccc2c1OCCO2,-1%,1%,13,?,14%,7%,6%,-5%,?
COc1ccc(C(=O)NCCc2nnc(SCC(=O)Nc3ccc(Br)cc3)n2C)cc1,3%,?,0,i,-21%,-10%,?,8%,12%
C[C@H](C(=O)NCc1ccccc1)C(=O)c1ccccc1,23%,5%,-12,i,4%,-5%,1%,-34%,1%
Cc1ccc(Cn2cc(/C=N/Nc3ccc([N+](=O)[O-])cn3)c3ccccc32)cc1,0%,20%,2,i,7%,?,?,6%,-15%
CN1CCN(C2=Nc3ccccc3Sc3ccc(Cl)cc32)CC1,/,17%,/,i,/,/,/,4%,-5%
COc1ccc(C(=O)NCC(=O)NCC(=O)OCC(=O)C(C)(C)C)cc1,1%,?,25,i,0%,13%,9%,-21%,-3%
COc1ccc(S(=O)(=O)N2CC(O)C[C@H]2C(=O)OCC(=O)N2CCCCCC2)cc1 (some centres undefined),11%,0%,1,i,?,4%,0%,0%,-4%
Cc1cccc(C(=O)NCc2nnc(SCC(=O)Nc3nncs3)n2C)c1,-2%,8%,-10,i,3%,-9%,1%,?,12%
O=C(COC(=O)c1n[nH]c(=O)c2ccccc12)c1ccccc1,-1%,3%,-6,i,5%,0%,2%,3%,-8%
CCCCCC(=O)Nc1ccc2oc(-c3cncc(Br)c3)nc2c1,-14%,-2%,-12,i,?,1%,3%,-8%,1%
CCOC(=O)C1=C(c2ccccc2)NC(SCC(=O)Nc2cccc(C)c2)=C(C#N)C1c1ccco1 (centres undefined),-28%,?,-7,i,15µM*,?,?,18µM*,-21%
CCCCNC(=O)NC12CC3CC(CC(C3)C1)C2,-2%,-3%,0,i,-7%,-11%,-10%,3%,/
C[C@H](CO)N1C[C@H](C)[C@@H](CN(C)S(=O)(=O)c2ccc(Cl)cc2)OCc2cnnn2CCCC1=O,?,/,26,i,-1%,7%,-1%,/,6%
c1ccc(-c2cnnc(-c3ccccn3)n2)cc1,-1%,3%,-6,i,?,6%,-11%,-10%,6%
CCOC(=O)c1cccc(NC(=O)CCNS(=O)(=O)c2ccc3c(c2)CCN3C(=O)CC)c1,5%,8%,32,i,12%,-15%,-4%,-6%,30%
O=c1c2ccccc2c(C=NCCCN2CCOCC2)c(O)n1Cc1ccc2c(c1)OCO2,1%,?,?,i,?,-2%,-14%,7%,5%
CC(=O)Nc1ccc(S(=O)(=O)N2CCN(CC3CC4C=CC3C4)CC2)cc1 (centres undefined),-16%,12%,0,i,?,-14%,-4%,1.3µM*,/
Cc1ccc(S(=O)(=O)NC(=O)NC(C)c2ccc(F)cc2)cc1 (centres undefined),-4%,-11%,-17,i,?,8%,-5%,-5%,2%
CN(Cc1nc2ccc(F)cc2[nH]1)Cc1c(C(=O)N(C)C)nc2ccc(Cl)cn12,2%,-23%,11,i,-26%,-1%,-10%,-8%,-4%
CCOC(=O)/C(C#N)=C/c1ccc(OCC(=O)Nc2ccccc2)c(OC)c1,2%,10%,-1,i,13%,1%,1%,0%,27%
Cc1c(Br)c([N+](=O)[O-])nn1CC(=O)NCc1cccnc1,-3%,8%,13,i,-12%,8%,-3%,-1%,8%
Cc1ccc(NC(=O)CN(c2ccccc2)S(=O)(=O)N(C)C)cc1,0%,3%,15,i,15µM*,-2%,-7%,-1%,1%
CCCn1c(SCC(=O)N2CCN(CC)CC2)nc2c1c(=O)n(C)c(=O)n2C,-7%,24%,3,i,-30%,9%,29%,-10%,-9%
Cc1noc(C)c1NC(=O)N(C)C[C@H]1Oc2ccc(NC(=O)C3CCCCC3)cc2C(=O)N([C@H](C)CO)C[C@@H]1C,2%,1%,1,i,12%,10%,13%,3%,4%
CC(=O)Nc1nnc(SCC(=O)Nc2ccc3c(c2)OCCO3)s1,29%,-4%,0,i,?,-8%,-5%,1%,-20%

# Part of the list above, limited to SW480 rereplic.
structure,SW480 rereplic
Cc1cccc(C(=O)NCc2nnc(SCC(=O)Nc3nncs3)n2C)c1,?
O=C(COC(=O)c1n[nH]c(=O)c2ccccc12)c1ccccc1,3%

# The listing picks up, starting two compounds before the break.
SMILES,KB-3-1 tox,MCF10A rerep,IL-1B inflam inh,S2 tox,KB-V1 cytotox,HT1080 IDH1KD tx,HT1080NT lethal,SW480 rereplic,ATXN2 expr inh
Cc1noc(C)c1NC(=O)N(C)C[C@H]1Oc2ccc(NC(=O)C3CCCCC3)cc2C(=O)N([C@H](C)CO)C[C@@H]1C,2%,1%,1,i,12%,10%,13%,3%,4%
CC(=O)Nc1nnc(SCC(=O)Nc2ccc3c(c2)OCCO3)s1,29%,-4%,0,i,?,-8%,-5%,1%,-20%
Cc1ccc(NC(=O)CSc2nc(N)c(-c3ccccc3)c(=O)[nH]2)cc1Cl,2%,4%,-15,i,4%,8%,0%,0%,-6%
Cc1cc(SCCC(=O)O)nc2ccccc12,-1%,0%,9,i,1%,15%,19%,-3%,-15%
CC1=NNC(=O)C1CCC(=O)N/N=C(\C)c1ccccc1 (centres undefined),-7%,24%,-8,i,-13%,17%,-6%,13%,-1%
Cc1ccc(NC(=O)COC(=O)Cc2ccccc2)cc1S(=O)(=O)N1CCOCC1,?,-3%,3,i,13%,-1%,-2%,-3%,-11%
O=C(Nn1cnc2ccccc2c1=O)c1ccc(Cl)c([N+](=O)[O-])c1,-4%,?,?,i,6%,13%,24%,-6%,-12%
S=C1NC2=C(C(c3ccc(Br)cc3)N1)N1CCC2CC1 (centres undefined),0%,0%,-4,i,0%,-13%,-6%,?,-14%
O=C(OCc1cc(=O)n2c(n1)sc1ccccc12)c1ccc(O)cc1,8%,-4%,7,i,-5%,13%,-2%,-2%,83%[activator]
CCn1c(=O)cc(SCC(=O)NCCCN2CCC(C)CC2)c2ccccc21,-9%,-15%,-1,i,19%,6%,4%,-38%,12%
Cc1ccccc1C(=O)OCc1cc(=O)n2nc(-c3cccs3)sc2n1,1%,/,/,i,24%,/,/,/,5%
Cc1ccc(NCC(=O)N/N=C/c2c[nH]c3ccccc23)cc1,-8%,-7%,-3,i,-2%,-13%,-15%,-1%,-34%[11.3 µM]
COc1ccc(CNC(=O)c2c(O)c3ccccc3n(C)c2=O)cc1,17%,-1%,-12,i,4%,22%,19%,-4%[9.22 µM],6%
Cc1ccc(NC(=O)C(C)N2C(=O)c3ccccc3C2=O)cc1 (centres undefined),0%,4%,3,i,3%,3%,1%,-11%,15%
COc1cc2c(cc1OC)C(=O)C(c1ccc3c(c1)OCO3)CC2 (centres undefined),4%,/,-18,i,-23%,16%,-1%,/,/
CC(NC(=O)c1c(F)cccc1Cl)c1ccc(-n2ccnc2)cc1 (centres undefined),17%,10%,11,i,-11%,9%,4%,-5%,10%
c1ccc(COc2ncnc3c2ncn3CCCN2CCN(Cc3cccc4ccccc34)CC2)cc1,15µM*,/,-4,?,?,?,16µM*,/,22µM*
COc1ccc2nc(C)cc(SCC(=O)NNC(=O)COc3cccc4ccccc34)c2c1,17%,?,-11,i,-18%,?,?,/,9%
O=C(Nc1cccc(-c2cn3cccnc3n2)c1)c1ccc2c(c1)OCO2,26%,-22%,0,i,10%,10%,15%,-2%,6%
O=C(c1cc2c(s1)CCCC2)N1CCN(CCO)CC1,-3%,2%,-7,i,0%,18%,15%,-4%,-3%
O=C(NC(=S)Nc1ccc(Cl)cc1Cl)C1CC1,-7%,19%,19,i,4%,-21%,-14%,22%,86%[activator]
COc1ccccc1CNc1nc(Oc2cccc(F)c2)c2sccc2n1,0%,/,-22,i,-30%,?,?,/,-4%
CCNC(=O)N(CC)C[C@H]1N[C@@](C)(C(=O)OC)[C@H]2C(=O)N(C)C(=O)[C@@H]12,-27%,?,1,i,6%,-1%,-4%,?,6%
Cc1cc(C)c(OCC(=O)Nc2nnn(C)n2)c(Br)c1,0%,-2%,0,i,5%,7%,6%,-4%[9.22 µM],1%
COc1ccc(NC(=S)NC(=O)C2CCCCC2)cc1,7%,3%,-4,i,0%,13%,8%,?,27%
C#CCOCCOCCOCCNc1nc(N2CCN(C(=O)Cn3cc(CC(C)O)nn3)CC2)nc(N2CCN(C(=O)[C@H]([C@@H](C)CC)n3cc(CCCCN)nn3)CC2)n1 (some centres undefined),11%,-10%,14,i,26%,4%,16%,-23%[9.22 µM],8%

# Arranged by value in IL-1B inflam inh (largest number first): three from the list above.
mol	IL-1B inflam inh	SW480 rereplic
O=C(NC(=S)Nc1ccc(Cl)cc1Cl)C1CC1	19	22%
Cc1ccc(NC(=O)CN(c2ccccc2)S(=O)(=O)N(C)C)cc1	15	-1%
Cc1ccc(NC(=O)COC(=O)Cc2ccccc2)cc1S(=O)(=O)N1CCOCC1	3	-3%

# A few values from above:
# `Cc1noc(C)c1NC(=O)N(C)C[C@H]1Oc2ccc(NC(=O)C3CCCCC3)cc2C(=O)N([C@H](C)CO)C[C@@H]1C` @ ATXN2 expr inh = 4%
# `c1ccc(COc2ncnc3c2ncn3CCCN2CCN(Cc3cccc4ccccc34)CC2)cc1` @ IL-1B inflam inh = -4
